mIDH1 inhibitor: qHTS for Inhibitors of mutant isocitrate dehydrogenase 1 (IDH1): qHTS; Potency, µM (highest dose often 76.6 µM), inactives show at the highest dose activity change, negative = inhibition, most hits filed as inhibitors; IDH1-R132H enzyme, NADPH consumption, diaphorase/resazurin fluorescence; actives 0.093% (n = 390,000); AID 602179, 2012; also: potency is read from the fitted curve at half-maximal effect; % is scaled to controls: 0 for no effect and ±100 for the full control effect; nearly all actives have a fitted effect of over 65% in size
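IDH1-R132H (0.5 ug/mL dispensed) in pH 7.5 Tris buffer was preincubated 30 min with compound, then given a substrate mix of 0.016 mM NADPH and 2 mM alpha-KG for 80 min at room temperature; remaining NADPH was read by diaphorase/resazurin fluorescence.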
LDHA inh: qHTS assay for inhibitors of human lactate dehydrogenase; purified LDHA, NADH/diaphorase-resazurin fluorescence; stronger effect = lower value; activity change, % (values are at about 110 or 230 µM); actives 0.15% (n = 480,000); in the data active = activity change below about -30%; inconclusive = mostly about -25% to -30%;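 also: plate controls were DMSO wells for no effect and wells without enzyme for full effect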
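Enzyme activity of human lactate dehydrogenase 5 (2 nM; 0.06 mM NADH, 0.2 mM pyruvate, 5 min, RT) is measured via a resazurin/diaphorase fluorescence readout of residual NADH.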
RXFP1 ag: qHTS Assay for Agonists of the Relaxin Receptor RXFP1; Relaxin receptor 1 (Homo sapiens), Q9HBX9; AID 2676, 2010; actives 0.3% (n = 370,000); Potency, µM (titrated, usually from 57.5 µM), for the others: top-dose activation, hits mostly activators; HEK293T-RXFP1 cAMP TR-FRET, 30 min; response scale: percent of porcine relaxin response, buffer zero; also: potency is read from the fitted curve at half-maximal effect; % is scaled to controls: 0 for no effect and ±100 for the full control effect; nearly all actives have a fitted effect of over 60% in size; many of its hits are not listed in these tables
Target sequence (Q9HBX9 whole entry, looked up): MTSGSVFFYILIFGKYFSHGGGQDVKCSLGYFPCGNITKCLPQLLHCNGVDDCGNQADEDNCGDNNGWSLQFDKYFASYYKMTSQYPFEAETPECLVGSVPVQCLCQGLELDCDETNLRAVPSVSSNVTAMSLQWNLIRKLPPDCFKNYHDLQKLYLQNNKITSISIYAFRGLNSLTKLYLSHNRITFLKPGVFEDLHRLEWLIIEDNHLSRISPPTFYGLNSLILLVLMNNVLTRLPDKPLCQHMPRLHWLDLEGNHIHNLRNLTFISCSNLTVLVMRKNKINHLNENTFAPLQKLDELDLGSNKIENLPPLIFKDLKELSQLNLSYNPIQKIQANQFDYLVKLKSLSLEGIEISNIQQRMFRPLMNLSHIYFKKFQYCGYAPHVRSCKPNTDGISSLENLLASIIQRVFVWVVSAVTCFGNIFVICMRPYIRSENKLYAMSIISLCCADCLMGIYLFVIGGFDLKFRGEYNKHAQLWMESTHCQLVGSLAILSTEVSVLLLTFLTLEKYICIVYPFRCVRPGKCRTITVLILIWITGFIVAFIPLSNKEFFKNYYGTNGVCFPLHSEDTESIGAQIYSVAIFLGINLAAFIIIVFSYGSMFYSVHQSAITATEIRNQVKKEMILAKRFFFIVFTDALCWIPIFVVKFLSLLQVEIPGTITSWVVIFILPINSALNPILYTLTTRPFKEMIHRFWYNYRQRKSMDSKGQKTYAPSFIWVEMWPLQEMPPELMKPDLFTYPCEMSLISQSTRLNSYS
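Agonist response is measured as cAMP accumulation in an RXFP1-transfected HEK293T line under PDE4 inhibition. Values are scaled between buffer-only and 29 nM porcine relaxin, and EC50s come from standard Hill equation fits.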
Vif-A3F inh: qHTS for Inhibitors of Vif-A3F Interactions: qHTS; Potency, µM (highest dose often 46.1 µM), without a hit: top-dose activity, negative = active; HeLa A3F-eYFP + Vif (tagged APOBEC3F with the HIV-1 protein that degrades it), YFP fluorescence increase; actives 0.2% (n = 390,000); also: potency is read from the fitted curve at half-maximal effect; % of control where 0% means no effect; nearly all actives have a fitted effect of over 65% in size
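HeLa cells stably expressing Vif plus C-terminally eYFP-tagged A3F were seeded, incubated overnight at 37 deg C, dosed with compound, incubated overnight again at 37 deg C. Yellow fluorescence (Ex 488/Em 500-530) reported blocked Vif-mediated A3F-eYFP degradation.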
Glioma ERSR ind: qHTS for Inducers of the Endoplasmic Reticulum Stress Response (ERSR) in Human Glioma: qHTS | U87-MG GRP78 promoter luciferase reporter, 16 h | AID 602332, 2012 | Potency, µM, for inactives: at the highest dose activation, actives largely listed as activators | actives 0.02% (n = 420,000); also: potency is read from the fitted curve at half-maximal effect; series mostly up to about 76 µM; % of control where 0% means no effect; nearly all actives have a fitted effect of over 35% in size
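Stably transfected U87-MG glioma cells carrying a GRP78-based luciferase sensor; 16 h compound incubation. Luminescence end-point read 10 min after Bright-Glo addition at room temperature.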
TrxR1 substrate: qHTS Assay for Substrates of Mammalian Selenoprotein Thioredoxin Reductase 1 (TrxR1): qHTS | purified TrxR1 substrate turnover, NADPH consumption readout | Potency, µM (highest dose often 114 µM), for the others: at the top dose activity change, negative = substrate turnover | Thioredoxin reductase 1, cytoplasmic (Rattus norvegicus), O89049 | actives 0.01% (n = 390,000); also: potency is read from the fitted curve at half-maximal effect; % is scaled to controls: 0 for no effect and ±100 for the full control effect; nearly all actives have a fitted effect of over 50% in size
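Rat TrxR1, dispensed at 90 nM, was prereduced with 400 uM NADPH (final) for 5 min at ~22 deg C, then incubated with compound 15 min before 400 uM selenite. A first-read NADPH fluorescence drop versus no-compound background flagged substrates.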
USP1 inh: Inhibitors of USP1/UAF1: Primary Screen; Ubiquitin carboxyl-terminal hydrolase 1 (Homo sapiens), O94782; recombinant USP1/UAF1, Ub-Rhodamine cleavage fluorescence; Potency, µM (titrated, usually from 57.1 µM), inactives show at the highest dose activity change, negative = inhibition, actives largely listed as inhibitors; actives 0.23% (n = 390,000); also: potency is read from the fitted curve at half-maximal effect; % is scaled to controls: 0 for no effect and ±100 for the full control effect; nearly all actives have a fitted effect of over 60% in size; inactives centre near -12
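In this screen, compounds sit with the deubiquitinase complex (1nM) for 15 min at room temperature before Ub-Rho is added at 150nM final. Fluorescence rise is then followed for 6 reads every 60 seconds.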
PI4K2A block: qHTS for small molecular inhibitors of PI4K2A; actives 0.13% (n = 420,000); activity change, negative = inhibition, % at 76.9 µM; Phosphatidylinositol 4-kinase type 2-alpha (Homo sapiens), Q9BTU6; purified PI4K2A, ADP-Glo luminescence, 1 h; stronger effect = lower value; in the data active = activity change below about -50%; inconclusive = mostly about -30% to -49%;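 also: -100% = wells without enzyme as full effect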
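In this quantitative HTS, ADP production by PI4K2A was quantified luminescently after 1 h at ambient temperature; 100 microM adenosine served as plate-quality control.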
Vif-APOBEC3G blk: qHTS for Inhibitors of Vif-A3G Interactions: qHTS. Potency, µM (top dose mostly 46.1 µM), without a hit: at the highest dose activity, negative = active, hits mostly inhibitors. AID 602310, 2012. actives 0.076% (n = 410,000). HeLa A3G-eYFP + Vif (tagged APOBEC3G with the HIV-1 protein that degrades it), YFP fluorescence, overnight. DNA dC->dU-editing enzyme APOBEC-3G (Homo sapiens), Q9HC16;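 also: potency is read from the fitted curve at half-maximal effect; % is scaled to controls: 0 for no effect and ±100 for the full control effect; nearly all actives have a fitted effect of over 60% in size; hits raise eYFP signal because A3G escapes Vif-driven loss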
Target sequence (Q9HC16 whole entry, looked up): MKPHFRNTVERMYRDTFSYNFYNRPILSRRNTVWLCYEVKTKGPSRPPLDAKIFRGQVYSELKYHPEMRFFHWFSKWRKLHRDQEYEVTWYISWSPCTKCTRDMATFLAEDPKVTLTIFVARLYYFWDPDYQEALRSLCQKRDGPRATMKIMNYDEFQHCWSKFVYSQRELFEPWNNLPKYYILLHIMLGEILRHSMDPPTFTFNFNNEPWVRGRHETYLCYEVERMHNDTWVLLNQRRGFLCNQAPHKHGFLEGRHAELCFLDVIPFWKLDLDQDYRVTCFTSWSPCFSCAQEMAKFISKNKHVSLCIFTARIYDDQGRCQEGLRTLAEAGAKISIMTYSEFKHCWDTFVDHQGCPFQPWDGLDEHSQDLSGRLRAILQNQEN
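Read-out is eYFP fluorescence (Ex 488/Em 500-530) from Vif-expressing HeLa A3G-eYFP cells; more signal means A3G escaped Vif-mediated degradation. Cells plated overnight, compound pinned in, incubated overnight at 37 deg C.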
* = called active by the depositor; ? = inconclusive; · = not tested or not shown; [ ] = remark or other dose. Unless noted, calls follow the shape of the dose curve; as a rule, active = well fitted curve in the direction sought with a large enough effect; inconclusive = small, poorly fitted or top-dose-only effect, or another doubt; inactive = no such curve, though single readings can be large; an effect the other way counts as inactive or inconclusive.

Screens in order: mIDH1 inhibitor | LDHA inh | RXFP1 ag | Vif-A3F inh | Glioma ERSR ind | TrxR1 substrate | USP1 inh | PI4K2A block | Vif-APOBEC3G blk
- O=C(CN1CCN(CC(=O)Nc2ccccc2Cl)CC1)Nc1ccc2c(c1)OCCO2
→ -1% | 1 | -1.1% | 6% | -7% | -6% | -6% | 1 | 0%
- O=S(=O)(N/N=C/c1ccc(N2CCOCC2)cc1)c1ccc(Br)cc1
→ -7% | -1 | 3.3% | -1% | 1% | -11% | -14% | 7 | 5%
- CC(=O)N1CCN=C1SCc1ccc(C(F)(F)F)cc1
→ 14% | -9 | -0.3% | 4% | -11% | -3% | -5% | -2 | 1%
- Cc1ccccc1C(=O)Oc1ccc(-c2csnn2)cc1
→ 8% | -8 | 2.0% | 1% | -6% | 13%[57.1 µM] | -16% | 1 | -2%
- COc1ccc(CCNC(=O)CSc2nc(O)c(CC(C)C)c(=O)[nH]2)cc1OC
→ 4% | -6 | 0.0% | 7% | -4% | -6% | -12% | -4 | 2%
- CCCCNC(=O)c1ccc2c(c1)NC(=O)C(CS(=O)(=O)Cc1ccc(C)cc1)N2 (stereo not drawn)
→ 2% | -1 | -0.8% | -8% | -3% | 8% | -19% | 1 | 5%
- COCCCN(CC(=O)O)S(=O)(=O)c1ccccc1
→ -2% | -15 | 0.2% | -19% | -4% | 1% | -21% | 2 | 4%
- CCOc1cccc(Cc2c[nH]c(=O)[nH]c2=O)c1
→ 11% | -3 | · | -1% | -2% | · | -23% | 0 | -1%
- O=C1CSC(=Nc2ccc(Cl)cc2)N1Cc1cccnc1
→ 18% | -6 | -3.1% | -10% | -4% | 6%[57.1 µM] | -19% | 2 | -3%
- COc1ccc(CN2C(=O)NC(C)(c3ccc(C)cc3)C2=O)cc1F (stereo not drawn)
→ 0% | 0 | -0.7% | -15% | 0% | -5% | -1% | 2 | -1%
- CCc1ccc(NC(=O)CN2C(=O)CCSc3ccccc32)cc1
→ 6% | -5 | 1.8% | -5% | -2% | 2% | -23% | 1 | -2%
- CC(=O)NCC1CCCN(C(=O)c2ccc(OC3CCN(Cc4ccccn4)CC3)cc2)C1 (stereo not drawn)
→ -9% | 0 | -2.3% | -2% | -1% | 2% | -10% | -5 | 6%
- CC(NC(=O)/C(C#N)=C/c1ccco1)c1ccccc1 (stereo not drawn)
→ 3% | -2 | 4.3% | -6% | -2% | -12% | -7% | -1 | 0%
- COc1ccc(C2=NS(=O)(=O)N(C)C(C(=O)N3CCOCC3)=C2)cc1
→ -3% | -5 | 1.3% | -8% | -5% | -1%[57.1 µM] | -10% | 2 | -3%
- CCOC(=O)Cn1nc(-c2ccccc2)nc1-c1ccccc1
→ 8% | -9 | 0.1% | 4% | 2% | -6% | -3% | -2 | 1%
- Nc1c(N=Nc2ccccc2F)c(=O)[nH]n1-c1ccccc1
→ 0% | -1 | 0.1% | -3% | -2% | 5% | -24% | 13 | 0%
- CCCC(=O)n1nc(-c2cccnc2)nc1N
→ 1% | 0 | 0.5% | -2% | 0% | -9% | -17% | -5 | -1%
- COC(=O)CSC1=C(C#N)C(c2ccccc2)CC(=O)N1 (stereo not drawn)
→ -1% | 3 | 2.3% | -4% | -4% | 5%[2.29 µM] | 3% | -3 | ?
- Cc1cc(/C=C2/NC(=O)N(c3ccccc3)C2=O)c(C)n1C(C)C
→ 6% | -4 | -0.4% | 1% | -4% | -4%[57.1 µM] | -15% | 0 | -2%
- Cc1ccc(CN2C(=O)c3ccccc3Sc3ccc(C(=O)NCCN4CCOCC4)cc32)cc1
→ -9% | -1 | 1.4% | ? | -4% | 6%[57.1 µM] | 0% | 1 | ?
- Cc1oc2ncnc(N3CCOCC3)c2c1C(=O)N1CCN(c2cccc(C(F)(F)F)c2)CC1
→ 1% | -1 | 0.2% | -5% | 0% | 5% | -2% | 1 | -10%
- CN(C)S(=O)(=O)c1cccc(NC(=O)COC(=O)c2cc(-c3cccc(Br)c3)nc3ccccc23)c1
→ -2% | -9 | -0.4% | 2% | -1% | 16% | -15% | 3 | -6%
- Cc1ccc(/C=C/C(=O)O)cc1S(=O)(=O)N1CCC(Cc2ccccc2)CC1
→ -15% | 0 | -0.2% | 1% | -3% | 0% | -1% | 3 | 0%
- Cc1cc(OCc2cc(C(=O)N3CCN(CC4CC4)CC3)no2)cc(C)c1Cl
→ 0% | 0 | 1.7% | 2% | -1% | 2% | -19% | 0 | -3%
- COc1ccc(-n2c(SCC(=O)Nc3ccccc3OC)nc(O)c(Cc3ccccc3)c2=O)cc1
→ -8% | 0 | -1.5% | 0% | 3% | 3% | -14% | 2 | -6%
- CCc1nnc(NC(=O)CSc2nnc(-c3ccc(O)cc3)n2C)s1
→ 21% | -12 | 1.5% | 1% | -1% | 7%[57.1 µM] | -8% | 2 | -1%
- COc1cccc(-c2ccc3c(c2)N(Cc2ccccc2OC)C(=O)C(C)S3)c1 (stereo not drawn)
→ · | -5 | · | · | -3% | · | · | -6 | -2%
- Cc1ccc(NC(=O)Cn2c(=O)cnc3ccccc32)cc1S(=O)(=O)N1CCCCC1
→ 17% | 0 | -1.1% | -7% | -4% | 1% | -25% | 1 | -3%
- Cc1ccccc1OCCn1cc(/C(N)=N/O)c2ccccc21
→ 7% | -5 | 0.9% | 0% | -2% | 5%[57.1 µM] | -4% | 1 | -4%
- COC(=O)C1=C(NC(=O)COc2ccc(Cl)cc2Cl)CCS1
→ 3% | -6 | 2.4% | -3% | -1% | 11%[57.1 µM] | -13% | 4 | 1%

Shown with each value named: entries from further up
Cc1ccc(NC(=O)Cn2c(=O)cnc3ccccc32)cc1S(=O)(=O)N1CCCCC1
  mIDH1 inhibitor: 17% | LDHA inh: 0 | RXFP1 ag: -1.1% | Vif-A3F inh: -7% | Glioma ERSR ind: -4% | TrxR1 substrate: 1% | USP1 inh: -25% | PI4K2A block: 1 | Vif-APOBEC3G blk: -3%

Cc1ccccc1OCCn1cc(/C(N)=N/O)c2ccccc21
  mIDH1 inhibitor: 7% | LDHA inh: -5 | RXFP1 ag: 0.9% | Vif-A3F inh: 0% | Glioma ERSR ind: -2% | TrxR1 substrate: 5%[57.1 µM] | USP1 inh: -4% | PI4K2A block: 1 | Vif-APOBEC3G blk: -4%

The list continues:
Screens in order: mIDH1 inhibitor | LDHA inh | RXFP1 ag | Vif-A3F inh | Glioma ERSR ind | TrxR1 substrate | USP1 inh | PI4K2A block | Vif-APOBEC3G blk
- O=C(CCN1CCOCC1)NNC(=O)c1ccc([N+](=O)[O-])cc1[N+](=O)[O-]
→ -2% | 9 | · | 2% | -7% | -7% | -6% | 0 | 2%
- Fc1ccc(C2CC(c3ccco3)=Nc3ccccc3S2)cc1 (stereo not drawn)
→ 4% | 0 | 1.2% | -5% | -4% | 2% | -17% | -13 | 0%
- O=C(Nc1ccc(C(=O)N2CCCCC2)cc1)c1ccccc1Br
→ -5% | 0 | · | -15% | 1% | 3% | -12% | 0 | -5%
- O=C(Nc1ccncc1)C1CCN(S(=O)(=O)c2cccc(C(F)(F)F)c2)CC1
→ -13% | 0 | -0.5% | 2% | -1% | -3% | -8% | 3 | 0%
- Cn1cc(C(C[N+](=O)[O-])c2ccccc2)c2ccccc21 (stereo not drawn)
→ 0% | -1 | -1.5% | 0% | -2% | -3% | -14% | 11 | ?
- Cc1nonc1C(=O)N/N=C/c1ccc([N+](=O)[O-])o1
→ 7% | -12 | 2.7% | -1% | -1% | -11% | -22% | -9 | ?
- Nc1ccc(C(=O)OCCCc2nc3cc4ccccc4cc3[nH]2)cc1
→ 6% | -2 | 6.0% | 0% | 4% | -2% | -24% | 2 | -21%
- COc1ccc(NC(=O)c2c(NC(=O)COc3ccc(Cl)cc3)sc3c2CCCCC3)cc1
→ 0% | -6 | ? | -7% | -2% | 5% | -25% | -1 | -5%
- CCOCCCNC(=O)CN1N=C(c2ccc(C)cc2)CCC1=O
→ -8% | -7 | -1.3% | -2% | 0% | -4% | 3% | -4 | -2%
- CN(C(=O)C1CCCCN1S(=O)(=O)c1ccccc1)c1ccccc1 (stereo not drawn)
→ -9% | -7 | · | -8% | -5% | 9%[57.1 µM] | -3% | 1 | 1%
- CCOc1ccc(N2CC(NC(=O)c3ccc(S(=O)(=O)N4CCCCC4)cc3)CC2=O)cc1 (stereo not drawn)
→ 9% | -4 | 2.6% | -1% | -3% | 5%[57.1 µM] | -18% | -3 | -2%
- CC(=Nc1ccc(Br)cc1)c1sc2ccccc2c1O
→ -1% | -3 | 3.0% | -21% | -1% | 6% | ? | 9 | -23%
- COc1ccc(NC(=O)CCc2nnc3n(CC(C)C)c(=O)c4ccccc4n23)cc1
→ 0% | -19 | 1.6% | 2% | -2% | 2% | -17% | -1 | -1%
- Cc1cc(C(=O)N/N=C/c2cccc([N+](=O)[O-])c2)c(C)o1
→ 5% | -5 | -1.4% | -4% | -2% | 9% | -25% | 0 | -3%

Source: PubChem (National Center for Advancing Translational Sciences (NCATS))

The list is partial; count on the stated rates, not on these rows.
